TAAR1 ag: human TAAR1 agonism; Q96RJ0; CHO RD-HGA16 TAAR1, Fluo-8 calcium fluorescence; vehicle wells 0%, saturating PEA agonist 100%; activation, % at 3 µM; hit rate 0.99% among 360,000;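 active = activation above the mean activation of all test compounds in the run plus 3 SD, cut at about 38% in these data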
Target sequence (Q96RJ0 whole entry, looked up): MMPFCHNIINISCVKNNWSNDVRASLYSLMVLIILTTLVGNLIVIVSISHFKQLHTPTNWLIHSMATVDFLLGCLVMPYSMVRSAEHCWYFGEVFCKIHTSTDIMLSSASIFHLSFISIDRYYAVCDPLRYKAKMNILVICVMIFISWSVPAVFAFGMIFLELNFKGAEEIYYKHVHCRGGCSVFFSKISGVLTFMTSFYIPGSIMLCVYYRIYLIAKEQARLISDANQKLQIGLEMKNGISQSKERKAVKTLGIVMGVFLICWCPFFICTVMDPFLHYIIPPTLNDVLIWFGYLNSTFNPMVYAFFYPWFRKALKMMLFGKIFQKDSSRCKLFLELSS
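Test system: RD-HGA16 (CHO) cells co-expressing Gα16 and hTAAR1; dosing: one-point dosing at 3 µM (nominal); timing: 17-24 h seeding, 75 min 37 °C dye, 30 min RT; signal: kinetic Fluo-8 calcium fluorescence; read-out basis: % activation relative to PEA EC100 response; controls: DMSO and PEA EC100; replicates: n 1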
M1 ag parental: nonselective activator or artifact in parental CHO-K1 cells; Fluo-8 calcium fluorescence; scaled to maximal ATP response, vehicle zero; activation, % at 3 µM; hit rate 0.48% among 360,000; AID 602248; in the data active = activation above about 15%;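 note: untransfected CHO-K1 host cells lacking M1 receptor as counterscreen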
CHO-K1 Ca antag: M1 antagonist counterscreen hit in parental CHO-K1 cells; ATP-induced calcium, Fluo-8 fluorescence; inhibition, % at 3 µM; hit rate 0.6% among 360,000;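 active = inhibition above a per-plate cutoff, the plate's mean sample inhibition plus 3 SD, cut at about 24% in these data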;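 note: 0% = DMSO plus EC80 ATP and 100% = DMSO alone without ATP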
M1 PAM: positive allosteric modulators of human M1 muscarinic receptor; P11229; hit rate 0.088% among 360,000; activation, % at 3 µM; CHO-K1 hM1, Fluo-8 calcium fluorescence, ACh EC20; 0% = ACh EC20, 100% = maximal ACh; in the data active = activation above about 19%, passing the limit was not always enough
Target sequence (P11229 whole entry, looked up): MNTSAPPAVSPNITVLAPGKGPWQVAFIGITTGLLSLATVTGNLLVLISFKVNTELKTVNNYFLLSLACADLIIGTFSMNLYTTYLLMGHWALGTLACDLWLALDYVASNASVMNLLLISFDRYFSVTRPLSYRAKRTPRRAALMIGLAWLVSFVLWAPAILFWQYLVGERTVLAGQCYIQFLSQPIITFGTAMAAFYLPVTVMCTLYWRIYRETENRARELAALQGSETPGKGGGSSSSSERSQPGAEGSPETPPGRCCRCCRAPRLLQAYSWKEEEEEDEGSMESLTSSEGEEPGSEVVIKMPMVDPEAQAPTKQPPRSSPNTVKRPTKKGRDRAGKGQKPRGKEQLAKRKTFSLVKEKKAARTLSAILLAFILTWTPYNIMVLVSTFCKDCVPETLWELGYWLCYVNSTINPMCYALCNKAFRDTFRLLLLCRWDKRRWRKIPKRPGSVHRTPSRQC
M1 PAM parental: M1 PAM counterscreen hit in parental CHO-K1 cells. activation, % at 3 µM. hit rate 0.02% among 360,000. ATP EC20, Fluo-8 calcium fluorescence; 0% at ATP EC20, 100% at ATP max;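 active = activation above the run cutoff, the mean activation of all test compounds plus 3 SD, cut at about 40% in these data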;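 note: peak over basal fluorescence ratio in a 140 s read after ATP addition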
CHRM1 agonist: activates human CHRM1 receptor | CHO-K1 hM1, Fluo-8 calcium fluorescence, agonist mode; 0% DMSO, 100% acetylcholine EC100 | activation, % at 3 µM | hit rate 0.33% among 360,000 | AID 588814;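 active = activation above the run's mean compound activation plus 3 SD, cut at about 16% in these data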;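 note: peak over basal fluorescence ratio within a 140 s kinetic read after compound addition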
M1 antag: blocks human M1 muscarinic receptor. P11229. CHO-K1 hM1, Fluo-8 calcium fluorescence, ACh EC80 antagonist. inhibition, % at 3 µM. hit rate 1.3% among 360,000. AID 588852;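 active = percent inhibition above its own plate's cutoff, namely the mean of that plate's compound wells plus 3 SD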;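 note: peak over basal fluorescence ratio during 140 s after agonist addition; 0% = ACh EC80 plus DMSO and 100% = DMSO alone without agonist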
CHO parental Ca: counter-screen: ATP calcium response change in parental CHO cells; hit rate 0.63% among 330,000; parental CHO-K1, ATP-induced calcium, Fluo-8 fluorescence; AID 463079; inhibition, % at 5.6 µM;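 active = inhibition above that plate's mean sample inhibition plus 3 SD, cut at about 26% in these data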;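 note: 0% = ATP-challenged DMSO wells and 100% = DMSO wells without ATP; some compounds past the cut are filed as inactive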
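Material: parental CHO cells / Compound: single nominal dose of 5.6 µM per compound / Signal: Fluo-8 fluorescence / Replicates: singlicate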
TAAR1 antag: antagonists of human TAAR1; hit rate 1.5% among 360,000; Q96RJ0; CHO RD-HGA16 TAAR1, Fluo-8 calcium fluorescence, antagonist; AID 624466; inhibition, % at 3 µM;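 active = inhibition above a per-plate cutoff, the mean inhibition of test compounds on that plate plus 3 SD, cut at about 49% in these data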;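 note: 0% = DMSO plus EC80 beta-PEA response and 100% = DMSO alone without agonist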
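System: RD-HGA16 CHO cells with stable hTAAR1 and Gα16 | Probe or stimulus: EC80 β-phenethylamine stimulus | Dosing: 3 µM, single point | Times: Dye loading 75 min at 37 °C, then 30 min room temperature | Measured by: Fluo-8 calcium-sensitive fluorescence | Read-out basis: % inhibition of agonist calcium response | Replicates: n of 1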
Numbers without * were called inactive; . = no result given.

Each structure is followed by: CHO-K1 Ca antag | M1 ag parental | CHO parental Ca | M1 PAM parental | M1 antag | M1 PAM | TAAR1 antag | TAAR1 ag | CHRM1 agonist
- Nc1ccc(C(=O)c2cccs2)cc1
→ -1 | 7.2 | 2 | 24 | -6 | 10 | -3 | 0 | -4
- CCCNC(=O)c1oc2ccc3c(c2c1C)C(=O)CC(C)(C)O3
→ -8 | 4.4 | -18 | 11 | -19 | 11 | -5 | 9 | -4
- Cc1ccc(C(=O)OC(C)C(=O)N(C)C2CCCCC2)cc1S(=O)(=O)N1CCCCC1 (stereo not given)
→ -14 | 3.2 | -15 | 10 | -4 | -1 | 17 | 0 | -5
- O=C(Nc1ccc(-n2ccc(C(F)(F)F)n2)cc1)c1cccs1
→ -8 | 3.6 | -5 | 21 | 2 | -1 | 3 | -1 | -3
- CC(C)C(=O)Nc1ccc(NC(=O)c2cccs2)cn1
→ -17 | 0.8 | -1 | 21 | -15 | 12 | 3 | 3 | 1
- CCOC1(/N=C(\C)NS(=O)(=O)c2ccc(Cl)cc2)C(C)=CC(=O)C=C1C
→ 0 | 0.2 | 3 | -8 | 6 | -2 | -21 | 1 | -8
- CCC(C)c1ccc(NC(=O)N2CCN(C(=O)C3CCCO3)CC2)cc1 (stereo not given)
→ -8 | 0.7 | -7 | 11 | -8 | 7 | -6 | 0 | -2
- CC(=O)NCc1ccc(S(=O)(=O)N2CCCN(C)CC2)cc1
→ -7 | 1.0 | 1 | -12 | -3 | 6 | -7 | 0 | -4
- Brc1ccc2cccnc2c1
→ -8 | 0.0 | -8 | 9 | -27 | 3 | -13 | 1 | -2
- CCc1ccc(NC(=O)CSc2nc3ccccc3nc2N2CCCCC2)cc1
→ -15 | 0.1 | -11 | 14 | -1 | 3 | -28 | 5 | -5
- CC1CCc2c(sc(NC(=O)c3nc4ncccn4n3)c2C#N)C1 (stereo not given)
→ -4 | 0.2 | 6 | 1 | -12 | 9 | -9 | 1 | -3
- CCC(C)(C)NC(=O)c1ccc2c(c1)N(CC(=O)N1CCCC1)C(=O)C(C)(C)O2
→ 3 | 0.8 | -11 | -11 | -16 | 11 | -4 | 2 | -2
- COC(=O)c1sccc1NC(=O)CC1C(=O)NCCN1C(=O)c1ccc(F)cc1 (stereo not given)
→ -2 | -0.4 | -15 | -11 | -20 | 7 | -34 | 0 | -1
- COc1ccc(N2CCN(C(=S)Nc3cccc(OC)c3)CC2)cc1
→ -6 | 1.4 | -4 | 24 | -23 | 13 | -8 | 3 | -3
- CCCCOc1cccc(C2/C(=C(\O)c3ccc4c(c3)OCCO4)C(=O)C(=O)N2CCN2CCOCC2)c1 (stereo not given)
→ -5 | 0.8 | -28 | -11 | 0 | 2 | -11 | 1 | 0
- COC(=O)c1sccc1NC(=S)OC
→ -6 | 0.2 | -26 | 7 | -14 | 1 | 5 | 11 | -5
- CCOC(=O)c1sc(=NC(=O)C2CC2)n(C)c1C
→ 2 | -0.5 | -6 | -8 | 0 | 4 | -31 | -1 | -2
- COc1cccc(/C=N/Nc2nc(Nc3ccccc3)nc(-n3nc(C)cc3C)n2)c1O
→ -3 | 8.4 | 34 | 0 | 23 | -14 | 76* | 84* | 9
- COc1cccc(C2NC(C)(C(=O)O)C3C(=O)N(C(C)C)C(=O)C23)c1O (stereo not given)
→ -1 | 0.4 | -4 | 12 | -2 | 1 | 11 | 0 | 1
- CC12CCC(C(=O)O)(c3nc4cc([N+](=O)[O-])ccc4nc31)C2(C)C (stereo not given)
→ -6 | 0.7 | -11 | 11 | -7 | 12 | -12 | 2 | -1
- c1ccc(C2CNCCc3ccccc32)cc1 (stereo not given)
→ -9 | 6.2 | 0 | 14 | -7 | 1 | 74* | 64* | -7
- O=C1CC(NNC(=O)c2cccc(F)c2)C(=O)N1 (stereo not given)
→ 2 | -0.4 | -11 | -19 | -6 | 0 | -32 | 4 | -1
- CN(C)CC1CC/C(=C\c2ccc(O)cc2)C1=O (stereo not given)
→ 1 | 2.9 | . | 12 | 4 | 4 | 29 | 33 | 6
- CCCC(=O)N1CCOCC1c1cc(C(=O)Nc2ccccc2)no1 (stereo not given)
→ -10 | 0.5 | . | -1 | -3 | 1 | 9 | 1 | -2
- Clc1ccccc1-c1nnc(-c2ccccc2Cl)o1
→ -22 | -0.5 | -16 | 15 | -3 | 0 | 16 | 7 | -4
- O=C1/C(=C/c2cccs2)CCc2ccccc21
→ 0 | 0.6 | 6 | -17 | 0 | 4 | -8 | 2 | -4
- COc1ccc(C(=O)Nc2ccccc2-c2nnn(CC(=O)NCc3ccco3)n2)cc1
→ 3 | 2.3 | -5 | 8 | 4 | -1 | 16 | 10 | -1
- O=C(CN1CCCCC1)Nc1cccc(-n2cnnn2)c1
→ -10 | 0.3 | 2 | 24 | -20 | 12 | -7 | 10 | -3
- COc1ccc(C(=O)Nc2ccnn2C2CCN(Cc3ccccn3)CC2)cc1
→ -5 | 0.6 | -11 | -13 | -1 | 0 | -3 | 0 | -4
- c1ccc(C2=Nn3c(nnc3-c3n[nH]c4c3CCC4)SC2)cc1
→ -16 | 0.7 | -20 | 16 | 1 | -3 | 9 | 0 | -2
- NC(=O)c1c(NC(=O)c2ccco2)sc2c1CCC2
→ -11 | -0.8 | -18 | 0 | -26 | 4 | -8 | 4 | 1
- O=C(/C=C/[C@H]1O[C@@H](n2ccc(=O)[nH]c2=O)[C@H](O)[C@@H]1O)NCCN1CCOCC1
→ -13 | -0.1 | . | -2 | -9 | -7 | -24 | 0 | -3
- CCOc1ccc(CN(C)C(=O)c2cc(S(=O)(=O)N3CCCC3)ccc2C)cc1
→ -4 | 4.0 | -10 | -16 | 6 | -6 | 7 | 13 | -1
- Cc1ccc(C(C)C)c(OCCNS(C)(=O)=O)c1
→ -4 | 0.3 | -9 | 3 | -16 | -1 | -8 | 1 | -4
- O=c1[nH]c2ccccc2nc1-c1c[nH]c2ccccc12
→ -8 | 1.6 | -19 | 1 | 5 | 1 | 12 | -1 | 0
- CC(C)C[C@@H]1CN(CCCC[C@H]2CNC(=O)C(=O)N2CCC2CCCCC2)C(=O)C(=O)N1CCC1CCCCC1
→ -16 | 0.8 | . | 5 | . | . | 1 | 1 | .
- O=C(Nc1ccccc1)c1ccc(C(=O)Nc2ccccc2)nc1
→ 8 | 0.4 | 6 | 12 | 6 | 1 | 9 | 1 | -5
- CN1C(=O)C(O)(CC(=O)/C=C/C=C/c2ccccc2)c2ccccc21 (stereo not given)
→ -4 | 0.6 | 0 | 7 | -6 | 8 | -4 | 3 | -1
- CCN(CC)C(=O)c1c(C)nc2ccccn12
→ -6 | 0.3 | -3 | 0 | 6 | 0 | . | . | -3
- O=C(N/N=C/c1cccnc1)c1ccccc1OCc1cccc(Br)c1
→ -1 | 4.7 | -34 | -2 | 6 | -19 | 42 | 13 | -10
- O=C1CSC(c2cccnc2)N1Cc1ccc(Cl)cc1Cl (stereo not given)
→ -8 | 4.7 | -16 | 11 | 0 | -1 | 1 | 9 | -3
- COc1ccc(C(=O)NN/C(=N/S(=O)(=O)c2ccc(C)cc2)c2ccccc2)cc1
→ 0 | 0.3 | -8 | 3 | -5 | 5 | -40 | 0 | -1
- O=C(CN1C(=O)NC2(CCCCCC2)C1=O)NCc1ccco1
→ -7 | -0.1 | 11 | 13 | -4 | 4 | -7 | 17 | -2
- CC(Oc1ccccc1)C(=O)N1CCCc2ccccc21 (stereo not given)
→ 7 | 0.2 | -15 | 6 | 6 | 1 | 8 | 18 | -4
- COc1cccc(/C=N/n2cncn2)c1OCC#N
→ -9 | 0.5 | 3 | 18 | -13 | 11 | 2 | 20 | 1
- Cc1cc(NC(=O)CSc2nnnn2-c2ccccc2C)no1
→ 14 | 0.5 | -6 | -20 | 28* | -13 | 0 | 3 | -1
- COc1ccc(OCC(=O)NNC(=O)c2cccnc2)cc1
→ -1 | 0.5 | 2 | 20 | -11 | 12 | -8 | 1 | 1
- O=C1OCCC1Sc1nc2cc(Cl)ccc2s1 (stereo not given)
→ -10 | -0.4 | -5 | 0 | 2 | 9 | -12 | -2 | -6
- O=C(c1ccc(OC2CCN(CCCc3ccccc3)CC2)cc1)N1CCCC1
→ 3 | 1.5 | -11 | -15 | 42* | -19 | -34 | 3 | -7
- CSC1SCC2C(=O)N(C)C(C(C)C)C(=O)OCC(NC(=O)c3cnc4ccccc4n3)C(=O)NC(C)C(=O)N(C)C1C(=O)N(C)C(C(C)C)C(=O)OCC(NC(=O)c1cnc3ccccc3n1)C(=O)NC(C)C(=O)N2C (stereo not given)
→ -17 | 0.3 | . | 27 | -20 | 8 | 6 | 1 | -1
- O=C(c1cc(C2CC2)nn1-c1ccccc1)N1CCN(c2ccccc2O)CC1
→ -6 | 2.2 | -11 | 7 | 5 | 0 | 22 | 1 | -2
- Cc1ccccc1-c1cnc(C(O)c2ccc(F)cc2C)[nH]1 (stereo not given)
→ 9 | 0.4 | . | -6 | -5 | 4 | 6 | 1 | -3
- O=S(=O)(c1cccc(Cl)c1)N1CCCC1
→ -2 | -0.1 | -2 | 9 | 0 | 3 | . | . | -4
- CCNC(=O)c1ccccc1-c1nc(-c2ccccc2Cl)no1
→ 1 | 1.4 | -19 | 7 | -20 | 2 | 13 | 6 | -3
- CC1(NC(=O)c2ccccc2)CCN(CCCc2ccccc2)C1=O (stereo not given)
→ 0 | -0.1 | -7 | -9 | -7 | 7 | 1 | 4 | -3
- CC(=O)Nc1ccc2c(c1)C(=Nc1ccc(C)cc1)c1ccccc1-2
→ -4 | 0.0 | . | 1 | 1 | -1 | 18 | 0 | -4
- Clc1ccc(-c2cn3c(n2)-c2ccccc2C3)cc1Cl
→ 0 | 3.7 | -21 | 12 | -1 | 6 | 2 | -3 | -8
- COc1ccc(CSCC(=O)N/N=C/c2ccccc2OCc2ccccc2)cc1
→ -31 | 0.8 | -15 | 2 | -3 | -11 | 29 | -1 | -1

Screening results as filed in PubChem BioAssay.
